# Screening results from PubChem.
# KB-V1 cytotox: KB-V1 MDR subline cytotoxicity. KB-V1 MDR cells viability, CellTiter-Glo, 72 h. Potency, µM (top dose mostly 46.1 µM), for inactives: top-dose activity change, negative = cytotoxicity, actives largely listed as cytotoxic. actives 3.4% (n = 400,000); note: potency is the fitted concentration of half-maximal effect; % is set by controls: 0 for no effect and ±100 for the full control effect; nearly all actives have a fitted effect of over 60% in size
#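 Cytotoxicity via CellTiter-Glo luminescence after 72 h compound exposure at 37 degrees C. Cells: drug-selected KB-V1 line, DMEM phenol-red free plus 10% FBS. Compounds tested at multiple concentrations; normalized data fitted to concentration-effect curves.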
# KB-3-1 cytotox: kills parental KB-3-1 adenocarcinoma cells. KB-3-1 viability, CellTiter-Glo ATP luminescence, 72 h. Potency, µM (highest dose often 46.1 µM), for inactives: at the highest dose activity change, negative = cytotoxic, most hits filed as cytotoxic. actives 1.4% (n = 400,000). AID 1347075; note: potency is the fitted concentration of half-maximal effect; % is set by controls: 0 for no effect and ±100 for the full control effect; nearly all actives have a fitted effect of over 60% in size
#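 Cytotoxicity measured as CellTiter-Glo luminescence after 72 h at 37 C. Compound titrations were pinned onto drug-naive KB-3-1 parental adenocarcinoma cells grown in DMEM with 10% FBS, and normalized data fitted to concentration-response curves.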
# SW480 rereplic: DNA re-replication induction in SW480 cells. SW480 DNA re-replication, Hoechst DNA content imaging, 48 h. Potency, µM (doses to about 46.1 µM), for inactives: at the top dose re-replication activation, hits mostly activators. actives 1.8% (n = 340,000); note: potency is the fitted concentration of half-maximal effect; % of control where 0% means no effect; nearly all actives have a fitted effect of over 55% in size
#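 Image-based read-out: total Hoechst fluorescence of nuclei (405 nm excitation, 500-530 nm emission), with hits raising the fraction of high-intensity nuclei. SW480 colon cells incubated 48 hr with compounds at 37 C.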
# WRN helicase inh: blocks human WRN helicase | Q14191 | WRN helicase unwinding, fluorescent forked duplex, kinetic | Potency, µM (titrated, usually from 114 µM), inactives show top-dose activity change, negative = inhibition, actives largely listed as inhibitors | actives 0.46% (n = 360,000) | AID 651768; note: potency is the fitted concentration of half-maximal effect; % is set by controls: 0 for no effect and ±100 for the full control effect; nearly all actives have a fitted effect of over 55% in size
# Target sequence (Q14191 whole entry, looked up): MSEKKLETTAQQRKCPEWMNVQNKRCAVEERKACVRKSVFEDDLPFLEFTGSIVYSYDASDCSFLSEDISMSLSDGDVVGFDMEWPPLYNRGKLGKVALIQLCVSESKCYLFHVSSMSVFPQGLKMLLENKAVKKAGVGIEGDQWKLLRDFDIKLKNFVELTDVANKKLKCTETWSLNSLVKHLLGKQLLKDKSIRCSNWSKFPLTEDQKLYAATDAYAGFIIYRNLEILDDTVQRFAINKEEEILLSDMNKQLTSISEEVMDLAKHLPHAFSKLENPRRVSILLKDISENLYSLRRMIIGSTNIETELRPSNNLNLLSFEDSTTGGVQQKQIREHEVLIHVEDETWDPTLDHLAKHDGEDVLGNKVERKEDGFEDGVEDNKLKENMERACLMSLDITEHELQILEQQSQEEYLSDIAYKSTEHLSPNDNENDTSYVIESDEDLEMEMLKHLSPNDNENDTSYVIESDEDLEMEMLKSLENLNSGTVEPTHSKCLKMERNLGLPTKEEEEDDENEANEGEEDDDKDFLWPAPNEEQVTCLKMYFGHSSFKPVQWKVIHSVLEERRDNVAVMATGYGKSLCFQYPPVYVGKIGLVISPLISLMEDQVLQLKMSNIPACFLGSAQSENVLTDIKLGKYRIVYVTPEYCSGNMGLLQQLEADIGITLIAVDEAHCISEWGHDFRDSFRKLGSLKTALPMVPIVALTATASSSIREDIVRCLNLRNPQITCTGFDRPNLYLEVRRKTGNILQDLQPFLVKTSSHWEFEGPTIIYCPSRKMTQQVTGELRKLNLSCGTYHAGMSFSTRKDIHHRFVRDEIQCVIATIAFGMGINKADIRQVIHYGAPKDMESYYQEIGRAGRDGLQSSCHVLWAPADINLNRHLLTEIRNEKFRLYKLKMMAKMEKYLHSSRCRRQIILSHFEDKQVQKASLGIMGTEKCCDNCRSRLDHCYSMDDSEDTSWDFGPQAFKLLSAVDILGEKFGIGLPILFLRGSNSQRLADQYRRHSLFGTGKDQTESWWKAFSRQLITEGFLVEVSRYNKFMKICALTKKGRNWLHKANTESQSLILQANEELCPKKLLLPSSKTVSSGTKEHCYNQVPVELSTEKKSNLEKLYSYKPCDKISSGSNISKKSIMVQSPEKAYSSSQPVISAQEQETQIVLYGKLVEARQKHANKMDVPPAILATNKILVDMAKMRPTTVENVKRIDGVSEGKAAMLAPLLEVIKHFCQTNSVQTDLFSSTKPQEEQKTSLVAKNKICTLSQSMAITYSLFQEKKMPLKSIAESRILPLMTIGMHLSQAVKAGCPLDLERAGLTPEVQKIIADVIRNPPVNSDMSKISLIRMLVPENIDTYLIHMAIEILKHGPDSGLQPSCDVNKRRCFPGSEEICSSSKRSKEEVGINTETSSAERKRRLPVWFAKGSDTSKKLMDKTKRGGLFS
#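 WRN at 20 nM final preincubated with compound 15 min at room temperature; reaction started with 100 nM fluorophore/quencher forked duplex oligonucleotide and 2 mM ATP final. Unwinding followed kinetically by red fluorescence (ex 525, em 598 nm).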
# IL-1B inflam inh: inhibitors of inflammasome signaling (IL-1 beta secretion) | THP-1 LPS/ATP IL-1B secretion, AlphaLISA, 16 h; hits give low values | activity change, % at 57.5 µM | AID 743279 | actives 4.7% (n = 360,000); in the data active = activity change below about -50%; inconclusive = mostly about -30% to -49%; note: % is set by controls: 0 for no effect and ±100 for the full control effect
#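 Secreted IL-1B measured by AlphaLISA bead assay after 16 h compound exposure of THP-1 cells; compounds (final up to 57.5 uM) added 1 h before LPS (250 ng/mL) and ATP (1.25 mM) stimulation; lower signal means less secretion.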
# HT1080 IDH1KD tx: toxicity to HT-1080 IDH1 knockdown cells (counter line) | HT-1080 IDH1 knockdown viability, ATP luminescence, 48 h | Potency, µM (top dose mostly 46.1 µM), for inactives: at the highest dose activity, negative = toxicity, actives largely listed as cytotoxic | actives 2% (n = 360,000) | AID 686971;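 note: potency is the fitted concentration of half-maximal effect; 0% = DMSO wells and -100% = cell-free medium wells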
#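 % activity derives from luminescence (CellTiter-Glo), normalised to DMSO and no-cell wells. HT-1080-IDH1KD cells, 750/well, had 48 h compound exposure at 37 °C.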
# ATXN2 expr inh: inhibitors of ATXN2 expression; HEK-293 ATXN2-luciferase reporter, luminescence, 24 h; Potency, µM (top dose mostly 57 µM), for inactives: at the top dose activity change, negative = inhibition, most hits filed as inhibitors; actives 0.72% (n = 360,000); AID 1745845; note: potency is the fitted concentration of half-maximal effect; % is set by controls: 0 for no effect and ±100 for the full control effect; nearly all actives have a fitted effect of over 55% in size
#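 qHTS (up to 57 uM final) was run with 24 h compound exposure of reporter cells at 37 °C. Each well was multiplexed: SteadyGlo luminescence measured ATXN2-luciferase expression after a fluorogenic Gly-Phe-AFC viability readout (25 uM final).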
# HT1080-NT tox: kills 2HG-producing HT-1080-NT fibrosarcoma cells. HT-1080-NT fibrosarcoma viability, CellTiter-Glo ATP luminescence, 48 h. Potency, µM (highest dose often 46.1 µM), for the others: top-dose activity, negative = less viability, actives largely listed as cytotoxic. actives 1.6% (n = 360,000);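 note: NT is the 2HG producing partner of a matched IDH1 knockdown line; potency is the fitted concentration of half-maximal effect; 0% = DMSO-treated cells and -100% = media-only wells without cells; nearly all actives have a fitted effect of over 55% in size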
#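 HT-1080-NT; 750 cells/well; 5% FBS RPMI; 48 h compound, 37 degrees C; CellTiter-Glo luminescence; curve fitting and curve-class assignment.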
# MCF10A rerep: DNA re-replication induction in MCF 10a cells. MCF 10A DNA re-replication, Hoechst nuclear intensity, 48 h. Potency, µM (doses to about 46.1 µM), without a hit: at the top dose activity, positive = re-replication, hits mostly activators. actives 2.9% (n = 350,000). AID 624296; note: potency is the fitted concentration of half-maximal effect; % of control where 0% means no effect; nearly all actives have a fitted effect of over 50% in size
# Numbers without * were called inactive; ? = inconclusive; · = not tested or not shown; [ ] = remark or other dose. Unless noted, calls come from the whole dose curve; as a rule, active = well fitted curve in the direction sought with a large enough effect; inconclusive = small, poorly fitted or top-dose-only effect, or another doubt; inactive = no such curve, though single readings can be large; an effect the other way counts as inactive or inconclusive.
SMILES,KB-V1 cytotox,KB-3-1 cytotox,SW480 rereplic,WRN helicase inh,IL-1B inflam inh,HT1080 IDH1KD tx,ATXN2 expr inh,HT1080-NT tox,MCF10A rerep
COc1ccc(NC(=O)CC2CC3CCC2C3)cc1S(=O)(=O)N1CCOCC1 (centres undefined),13µM*,1.6%,-1.5%,1.2%,22.5,6.0%,-11.7%,15.7%,9.5%
CC(C)c1cc(=O)n2[nH]c(SCc3ccccc3Cl)nc2n1,10.8%,6.7%,-1.7%,-9.1%,36.4,-7.6%,-21.2%,-3.3%,14.2%
COc1cc(C2C3C(=O)N(c4ccccc4)C(=O)C3ON2c2ccccc2)cc(OC)c1OC (centres undefined),?,13.2%,-8.2%,-0.1%,16.6,14.1%,3.0%,18.6%,-0.3%
Cc1c(O)ccc2c(CC(=O)N[C@@H](Cc3ccc(O)cc3)C(=O)O)cc(=O)oc12,0.1%,-3.0%,4.6%,-4.4%,-7.7,0.0%,3.2%,-8.6%,-0.9%
O=C(NC1CC2CCCC(C1)N2S(=O)(=O)c1ccccc1)C1CCCCC1 (centres undefined),?,-8.5%,-3.4%,4.0%,12.0,-0.1%,-18.6%,-3.3%,10.9%
COc1ccc(N=Cc2c(O)c3ccccc3n2C(C)=O)cc1,?,15.5%,3.4%,4.7%,0.0,-14.6%,·,7.3%,?
CC1(C)Cc2c(sc(/N=C/N3CCCCCC3)c2C#N)C(C)(C)N1,-19.6%,?,0.5%,-4.8%,14.9,?,2.6%,-6.6%,16.4µM*
Cc1ccc2ccc(C(Nc3ccccc3)c3ccccc3)c(O)c2n1 (centres undefined),?,4.11µM*,·,-10.2%,46.7,?,·,-7.8%,·
CCOC(=O)N1CCN(CC(O)COC2CC(C)CCC2C(C)C)CC1 (centres undefined),-26.2%,-7.9%,-2.1%,-10.8%,4.0,-8.1%,-11.5%,-14.8%,?
Cc1c(Cl)cccc1N1CC(C)(C)C1=O,1.0%,-6.4%,-0.8%,-2.7%,-5.2,1.5%,-6.5%,1.1%,17.5%
O=c1c(O)c(-c2ccccc2)oc2ccccc12,-10.5%,-18.7%,5.4%,6.4%,-12.1,-1.9%,?,-3.2%,?
CC(=O)N1CCOc2ccc(S(=O)(=O)NCC3CCC(C(=O)NCCC(C)C)CC3)cc21 (centres undefined),?,-8.1%,-2.4%,-5.8%,26.0,-0.8%,1.7%,-1.9%,9.0%
O=[N+]([O-])c1ccc2[nH]c(O)c(N=NC(=S)Nc3cccnc3)c2c1,-3.8%,13.2%,18.6%,?,64.1,2.2%,0.2%,-11.5%,11.6%
CS(=O)(=O)N1CCN(C(=O)c2ccccc2F)CC1,12.4%,-1.3%,-4.1%,-0.1%,31.8,5.4%,-1.9%,10.4%,-0.8%
COc1cccc(C2c3[nH]c4ccccc4c3CCN2C(=O)c2ccccc2F)c1OC (centres undefined),-29.5%,-33.6%,5.1%,-2.2%,?,?,·,?,-9.6%
N/C(=N\c1nc2ccccc2o1)NC(=O)c1ccccc1F,-15.4%,23.5%,-1.1%,11.8%,6.1,7.5%,75.3%[activator],8.3%,8.6%
Cc1ccc(OCC(=O)NNC(=S)NCc2ccccc2)cc1,2.8%,0.6%,-3.4%,4.6%,0.0,24.3%,-3.5%,-16.2%,0.0%
O=C(Nc1nnc(-c2ccco2)o1)c1ccc(Cl)cc1,?,?,1.1%,-7.6%,7.4,?,-35.0%,?,?
CC(NC(=O)c1ccccc1)c1ccc(F)cc1 (centres undefined),16.4%,?,-5.1%,-27.0%[57.1 µM],0.0,-1.9%,8.8%,-3.2%,-6.6%
COC(=O)C1=C(C)NC(=S)NC1c1ccc(-c2ccccc2C(=O)OC)o1 (centres undefined),?,1.4%,7.4%,-27.0%,-10.0,-10.2%,-31.0%,-3.3%,?
CC(=O)Nc1cccc(OCC(O)Cn2c(C)nc3ccccc32)c1 (centres undefined),1.2%,?,-7.9%,-8.7%,8.9,8.0%,-0.3%,-19.3%,1.3%
CC(C)n1nccc1NC(=O)Nc1ccccc1,13.5%,-8.3%,-19.4%,0.6%,11.3,9.6%,1.8%,23.8%,-1.1%
Cc1ccc(CCNS(=O)(=O)c2cc3c(cc2Cl)NC(=O)CO3)cc1,5.5%,-5.5%,0.2%,0.4%,29.8,-0.6%,-33.0%,3.7%,1.1%
CCc1cccc(C)c1NC(=O)CCCC(=O)O,6.7%,-0.5%,-0.2%,-0.4%,-3.3,0.1%,-10.4%,-4.2%,1.6%

# Compound profiles, from the list above. Order of screens: KB-V1 cytotox	KB-3-1 cytotox	SW480 rereplic	WRN helicase inh	IL-1B inflam inh	HT1080 IDH1KD tx	ATXN2 expr inh	HT1080-NT tox	MCF10A rerep
# CS(=O)(=O)N1CCN(C(=O)c2ccccc2F)CC1 reads 12.4%	-1.3%	-4.1%	-0.1%	31.8	5.4%	-1.9%	10.4%	-0.8%
# Cc1ccc(OCC(=O)NNC(=S)NCc2ccccc2)cc1 reads 2.8%	0.6%	-3.4%	4.6%	0.0	24.3%	-3.5%	-16.2%	0.0%
# O=C(NC1CC2CCCC(C1)N2S(=O)(=O)c1ccccc1)C1CCCCC1 (centres undefined) reads ?	-8.5%	-3.4%	4.0%	12.0	-0.1%	-18.6%	-3.3%	10.9%

# Later entries:
SMILES,KB-V1 cytotox,KB-3-1 cytotox,SW480 rereplic,WRN helicase inh,IL-1B inflam inh,HT1080 IDH1KD tx,ATXN2 expr inh,HT1080-NT tox,MCF10A rerep
Cc1ccc(NC(=O)C2CCN(S(=O)(=O)c3cccnc3)CC2)cc1C,-2.6%,3.4%,-13.3%,6.7%,0.3,5.1%,·,4.2%,1.1%
CCN(CC)CCN(C(=O)c1ccc(Br)s1)c1nc2cc3c(cc2s1)OCO3,-9.4%,0.1%,-3.6%,-2.3%,-11.2,-8.7%,·,2.7%,0.9%
COc1ccc(CCC(C)NC(=O)Cc2ccc(OC)c(OC)c2)c(OC)c1 (centres undefined),-18.7%,-26.1%,7.9%,6.0%,-1.2,0.0%,·,2.1%,2.4%
CCc1ccccc1S(=O)(=O)Cc1ccc(C(=O)NC2CCCC2)o1,-1.1%,26.9%,-7.6%,-1.9%,-26.4,10.1%,-10.2%,-0.7%,-6.0%
CC1CC(C)(C)NCCNC(C)CC(C)(C)NCCN1 (centres undefined),-4.0%,-0.2%,-20.1%,10.6%,-3.8,2.5%,3.4%,3.5%,-0.8%
CSc1n[nH]c(NC(=O)c2c(-c3c(Cl)cccc3Cl)noc2C)n1,19.3%,1.0%,1.8%,-24.7%,25.5,-11.3%,-0.4%,2.7%,-0.6%
O=C1CCC(C(=O)NCCCn2ccnc2)N1 (centres undefined),8.6%,-5.4%,1.9%,-2.1%,15.6,-15.4%,-0.8%,18.5%,-10.9%
Cc1ccc2c(c1)C1CN(C)CCC1N2C(=S)Nc1ccc(Cl)cc1Cl (centres undefined),?,?,-7.7%,-4.4%,-84.8*,-23.0%,-2.0%,-18.4%,0.3%
FC(F)(F)c1cc(-c2ccco2)nc(NCc2ccccc2)n1,?,-17.2%,2.8%,-7.8%,0.7,1.2%,-10.4%,-1.2%,?
O=C(O)/C=C/C(=O)N1CCN(c2ccc(F)cc2)CC1,-11.4%,0.9%,-14.5%,-23.8%,-0.4,-11.2%,-7.7%[11.3 µM],15.0%,-2.8%
Cc1nc(-c2ccccc2O)n(S(=O)(=O)N(C)C)n1,-10.1%,-2.8%,-3.5%,-0.6%,-1.1,-2.6%,-2.4%,-10.3%,-0.4%
O=C(CN1C(=O)NC2(CCc3ccccc32)C1=O)c1c[nH]c2ccccc12 (centres undefined),?,-0.5%,-31.3%[inhibitor],1.5%,-10.7,-21.8%,-3.7%,-16.6%,-3.7%
Cc1cc(C(=O)N2CCCC(N3CCN(c4ccc(F)cc4)CC3)C2)no1 (centres undefined),·,·,-4.8%,-32.0%,5.0,1.8%,-3.0%,2.5%,0.8%
CCOC(=O)NNc1cc(C(F)(F)F)ccn1,0.0%,10.1%,-6.1%,-4.6%,1.7,-0.9%,12.1%,7.3%,-1.5%
CCOc1ccc(NC(=O)N2CCN(Cc3ccc4c(c3)OCO4)CC2)cc1,-16.2%,-12.6%,-9.5%,0.4%,0.0,-2.1%,-11.0%,-3.1%,-2.8%
CCCCc1[nH]c(=O)c(C#N)c2c1CSC(C)(C)C2,?,-2.9%,-2.3%,-2.6%,13.9,1.5%,4.3%,-1.6%,-19.1%
CCOC(=O)c1csc(-c2ccc(OC)c(OC)c2)n1,10.7%,?,1.8%,-2.2%,-17.6,14.4%,37.3%,-1.4%,-0.5%
O=C(Nc1ccc(S(=O)(=O)NC2=NCCCCC2)cc1)c1ccco1,-23.5%,-13.0%,-5.8%,2.7%,3.5,1.7%,-4.5%,3.6%,-1.0%
CCCn1c(SCC(=O)Nc2cccc(C)n2)nnc1-c1ccco1,0.0%,4.8%,-1.6%,2.2%,29.9,9.8%,-13.5%,11.0%,-0.7%
CCOc1ccc(NC(=O)N(C2CCCC2)C2CCN(C(C)=O)CC2)cc1,-23.4%,2.1%,-16.9%,-5.0%,-14.6,1.5%,-2.5%,-4.9%,-6.4%
COC(=O)c1ccc(OC(=O)c2cccnc2SC)cc1,8.8%,-1.1%,-4.5%,12.8%[57.1 µM],-3.8,3.4%,0.3%,26.1%,-25.2%
CSc1ncccc1C(=O)OCc1ccccc1F,1.6%,8.5%,-3.6%[9.22 µM],-1.2%,-22.1,12.4%,8.9%,17.8%,-4.7%
CN1CCN(S(=O)(=O)c2ccc(N(C)Cc3c(F)cccc3Cl)nc2)CC1,-8.6%,-9.9%,-23.4%,-1.7%,9.1,8.1%,-6.6%,0.0%,?
